Compound activity as filed in PubChem BioAssay.
L3MBTL1 block: qHTS Assay for the Inhibitors of L3MBTL1; Lethal(3)malignant brain tumor-like protein 1 (Homo sapiens), Q9Y468; AlphaScreen L3MBTL1–H3K9me1 peptide binding; Potency, µM (series often up to 57.1 µM), for inactives: top-dose activity, negative = inhibition, hits mostly inhibitors; actives 0.66% (n = 230,000); also: % is scaled to controls: 0 for no effect and ±100 for the full control effect; nearly all actives have a fitted effect of over 60% in size
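First, the protein-peptide complex forms for 30 min at room temperature (L3MBTL1 50 nM, biotinylated H3K9me1 peptide 75 nM). Next, compounds are pin-transferred and incubated 30 min. Finally, AlphaScreen beads are added and read after 30 min.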
RECQ1 inh: qHTS Assay for Inhibitors of RecQ-Like Dna Helicase 1 (RECQ1); RECQ1 DNA unwinding, red fluorescence kinetic read; actives 0.54% (n = 240,000); Potency, µM (doses to about 57.3 µM), without a hit: top-dose activity, negative = inhibition, most hits filed as inhibitors; ATP-dependent DNA helicase Q1 (Homo sapiens), P46063;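 also: plate controls were vehicle for no effect and no enzyme for full effect; nearly all actives have a fitted effect of over 30% in size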
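RECQ1T1 50 nM; forked duplex (20 bp + 30-nt ss tails) 200 nM, ATP 2 mM final; pH 8.0, 2 mM MgCl2, 2.5 ug/ml poly(dI-dC); 15 min compound preincubation; discontinuous kinetic read over 2 h at RT.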
SMN2 splice enh: qHTS Assay for Enhancers of SMN2 Splice Variant Expression | Potency, µM (highest dose often 46.1 µM), without a hit: top-dose activity change, positive = activation, usual class: activators | HEK293 SMN2-luciferase splicing reporter, luminescence, 30-36 h | AID 1458, 2008 | actives 2.8% (n = 210,000); also: % of control where 0% means no effect; nearly all actives have a fitted effect of over 55% in size
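HEK293 cells carry an SMN2 minigene-luciferase reporter in which exon 7 inclusion puts luciferase in frame. Cells were seeded at 2000 cells/well, attached for 10-12 hours, then exposed to compounds for 30-36 hours at 37C before ONE-Glo luminescence.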
Luc counter: Counterscreen for Luciferase (Kinase-Glo TM) Inhibition | Luciferin 4-monooxygenase (Photuris pensylvanica), Q27757 | Kinase-Glo luciferase, ATP luminescence, 8 min | Potency, µM (highest dose often 38.3 µM), for inactives: at the highest dose activity change, negative = inhibition, actives largely listed as inhibitors | actives 0.28% (n = 200,000) | AID 1379, 2008; also: % is scaled to controls: 0 for no effect and ±100 for the full control effect; nearly all actives have a fitted effect of over 60% in size
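Compound is pinned into ATP-containing buffer (10 uM ATP, imidazole pH 7.2, 7 mM MgCl2). Kinase-Glo luciferase reagent is then added. Light output is recorded following an 8-min room-temperature incubation.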
Tau fibril ThT: qHTS for Inhibitors of Tau Fibril Formation, Thioflavin T Binding; Microtubule-associated protein tau (Homo sapiens), P10636; recombinant tau K18 P301L (four-repeat tau fragment), heparin-induced fibrillization, ThT fluorescence; Potency, µM (top dose mostly 57.4 µM), for the others: at the top dose activity, negative = inhibition, actives largely listed as inhibitors; actives 2.1% (n = 270,000); also: % is scaled to controls: 0 for no effect and ±100 for the full control effect; nearly all actives have a fitted effect of over 55% in size
Target sequence (P10636 561-689 P618L limits assumed): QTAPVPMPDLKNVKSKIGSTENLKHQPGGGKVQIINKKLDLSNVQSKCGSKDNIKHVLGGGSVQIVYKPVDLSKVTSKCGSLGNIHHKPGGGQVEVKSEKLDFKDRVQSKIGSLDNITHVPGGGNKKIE
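Tau K18 P301L fragment (15 uM unlabeled plus 0.24 uM Alexa 594-labeled) in 100 mM sodium acetate pH 7 with compound, fibrillization induced by 20 uM heparin for 6 hr at 37 C. Thioflavin T (30 uM) added, fluorescence read after 1 hr (ex 450, em 510 nm).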
ALDH1A1 block: qHTS Assay for Inhibitors of Aldehyde Dehydrogenase 1 (ALDH1A1) | AID 1030, 2008 | Purified ALDH1A1, NADH fluorescence, propionaldehyde substrate | actives 7.3% (n = 220,000) | Aldehyde dehydrogenase 1A1 (Homo sapiens), P00352 | Potency, µM (highest dose often 75.3 µM), without a hit: at the highest dose activity, negative = inhibition, actives largely listed as inhibitors; active = well fitted inhibition curve with a large enough effect, not every such curve was filed as active; inconclusive = small, poorly fitted or top-dose-only effect, or another doubt; inactive = no such curve, though single readings can be large or run the other way;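 also: plate controls were no enzyme wells and a reference inhibitor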
Target sequence (P00352 whole entry, looked up): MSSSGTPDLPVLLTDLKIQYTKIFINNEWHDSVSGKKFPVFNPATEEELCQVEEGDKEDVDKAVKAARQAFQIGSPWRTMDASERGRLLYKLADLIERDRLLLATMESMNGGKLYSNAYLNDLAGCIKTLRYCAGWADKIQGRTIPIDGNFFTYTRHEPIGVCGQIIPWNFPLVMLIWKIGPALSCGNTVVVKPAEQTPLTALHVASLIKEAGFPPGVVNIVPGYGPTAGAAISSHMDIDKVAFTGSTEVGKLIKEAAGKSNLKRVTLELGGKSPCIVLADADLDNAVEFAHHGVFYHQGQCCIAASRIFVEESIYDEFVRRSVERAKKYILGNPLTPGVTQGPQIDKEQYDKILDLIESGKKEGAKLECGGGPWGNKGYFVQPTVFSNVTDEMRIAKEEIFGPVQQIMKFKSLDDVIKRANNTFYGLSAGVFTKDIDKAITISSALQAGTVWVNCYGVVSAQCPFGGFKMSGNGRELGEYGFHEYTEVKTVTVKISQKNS
LMNA splice mod: qHTS Assay for Modulators of Lamin A Splicing. Potency, µM (titrated, usually from 46.1 µM), for inactives: at the highest dose ratio change, negative = inhibition, actives largely listed as inhibitors. actives 0.01% (n = 200,000). HeLa LMNA splicing GFP/RFP minigene ratio, 48 h; active = well fitted inhibition curve with a large enough effect in the signal ratio, with a control signal flat, not every such curve was filed as active; inconclusive = small, poorly fitted or top-dose-only effect, or effect the other way, or a change in a side signal; the % refers to the signal ratio; also: % is scaled to controls: 0 for no effect and ±100 for the full control effect
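S3 HeLa cells stably expressing lamin A-EGFP splicing minigene plus DsRed2, 600 cells/well, 48 h compound exposure at 37C. Laser-scanning cytometry; analysed as GFP (500-530 nm)/RFP (575-640 nm) total intensity ratio; 0.5% DMSO vehicle.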
JMJD2E inh: qHTS Assay for Inhibitors of Human Jumonji Domain Containing 2E (JMJD2E); Lysine-specific demethylase 4E (Homo sapiens), B2RXH2; JMJD2E catalytic domain, FDH-coupled NADH fluorescence (FDH is formaldehyde dehydrogenase); Potency, µM (titrated, usually from 57.1 µM), for the others: at the highest dose activity change, negative = inhibition, hits mostly inhibitors; actives 1.6% (n = 230,000); AID 2147, 2009; active = well fitted inhibition curve with a large enough effect, not every such curve was filed as active; inconclusive = small, poorly fitted or top-dose-only effect, or another doubt; inactive = no such curve, though single readings can be large or run the other way;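 also: 0% = wells with enzyme and -100% = buffer wells without enzyme; nearly all actives have a fitted effect of over 50% in size; many of its hits are not listed in these tables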
Target sequence (B2RXH2 1-337 limits assumed): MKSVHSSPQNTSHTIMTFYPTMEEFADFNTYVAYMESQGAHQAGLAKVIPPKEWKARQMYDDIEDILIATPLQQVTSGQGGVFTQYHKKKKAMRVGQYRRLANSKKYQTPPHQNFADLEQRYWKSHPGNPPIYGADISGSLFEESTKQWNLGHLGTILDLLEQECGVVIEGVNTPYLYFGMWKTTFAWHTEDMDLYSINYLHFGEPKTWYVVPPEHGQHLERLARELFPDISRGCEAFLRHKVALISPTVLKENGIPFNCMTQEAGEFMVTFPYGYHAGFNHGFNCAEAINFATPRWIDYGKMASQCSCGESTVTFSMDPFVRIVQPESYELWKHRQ
* = called active by the depositor; i = inactive; u = inconclusive; x = not tested or not shown; [ ] = another dose, or the depositor's remark. Unless noted, calls follow the shape of the dose curve; as a rule, active = well fitted curve in the direction sought with a large enough effect; inconclusive = small, poorly fitted or top-dose-only effect, or another doubt; inactive = no such curve, though single readings can be large; an effect the other way counts as inactive or inconclusive. Potency is read from the fitted curve at half-maximal effect. These rows are one share of the data. The share of hits here may be higher or lower than overall.

SMILES | L3MBTL1 block | RECQ1 inh | SMN2 splice enh | Luc counter | Tau fibril ThT | ALDH1A1 block | LMNA splice mod | JMJD2E inh
CC(=O)NC(NC(C)=O)c1cccc(OCc2ccccc2)c1 | -12.1% | -4.7% | -3.3% | -1.2% | -2.4% | -1.0% | -8.1% | 3.8%
CC1(C)OC(=O)N(Cc2ccco2)C1(C)O (stereo unspecified) | -3.2% | -9.6% | -4.3% | -1.1% | u | 17.8µM* | 3.8% | -4.5%
CCN1CCCC1CNc1ncnc2c1[nH]c1ccc(Cl)cc12 (stereo unspecified) | -5.8% | -9.3% | x | x | -0.7% | u | u | u
COCCCNC(=O)c1ccc(Cn2c(=O)c3ccccc3n(CC(=O)NCc3ccco3)c2=O)cc1 | x | -5.3% | x | -0.1% | -9.3% | 2.8% | x | -11.2%
CN1CCN(c2ccc(-c3ccnn3C(=O)Nc3ccccc3)cc2)CC1 | -50.5% | 17.5% | 10µM* | -7.7% | 8.4% | u | x | 2.2%
COc1cc(C2CC(=O)C=C(O)C2)cc(OC)c1OC (stereo unspecified) | 9.8%[11.4 µM] | -2.7% | -4.9% | 0.6% | u | 1.5% | 11.3% | -5.1%
COC(=O)c1c(C(=O)OC)c2n(c1C)CCC2 | x | -3.0% | -4.3% | -1.8% | -5.5% | 7.0% | 9.0% | 10.4%
COCCn1nnnc1CN1CCN2CCCC2C1 (stereo unspecified) | x | -0.3% | 21.0% | -3.6% | -10.0% | 1.8% | 8.9% | 1.8%
Cc1ccc(S(=O)(=O)C/N=C(/NC(=S)N(c2ccccc2)c2ccccc2)c2ccccc2)cc1 | x | -9.1% | -18.1% | -1.8% | u | 14.1µM* | 9.9% | -21.8%
CNC(=O)COc1ccccc1C(=O)Nc1ccc2c(c1)oc1ccccc12 | x | -11.2% | -11.7% | 1.1% | 3.8% | 77.8%[activator] | 18.0% | x
COc1cccc(-c2cncnc2NCc2ccccc2)c1 | x | -4.3% | -40.8%[inhibitor] | 0.5% | u | u | u | 0.1%
Cc1ccccc1-n1cc(-c2ccc(Br)cc2)nc1SCC(N)=O | -5.8% | -8.6% | x | x | -6.7% | x | x | 4.1%
CN(C(=O)COC(=O)c1ccccc1C(=O)N1CCN(c2ccccc2)CC1)c1ccccc1 | -19.1% | 7.9% | -5.3% | 0.3% | -0.8% | 12.5% | x | 0.5%
O=C(Nc1ccc(Cl)cc1)N1CCC(c2nc(-c3ccccc3Cl)no2)CC1 | x | i | -46.0%[inhibitor] | 0.0% | -2.7% | u | u | -6.2%
COc1cccc(C(C)NC(=O)Nc2cc(Cl)ccc2OC)c1 (stereo unspecified) | -0.8%[11.4 µM] | -12.1% | -21.1% | -0.6% | 1.3% | 12.2% | x | -1.5%
Cc1ccc2nc(C)cc(NCCO)c2c1 | -2.2% | 0.6% | 10.3% | -1.3% | -0.3% | 6.8% | -1.3% | -5.4%
COc1ccc(NC(=S)N(CCN(C)C)C(C)c2ccco2)cc1Cl (stereo unspecified) | 4.9% | -0.7% | -1.6%[1.84 µM] | -0.7% | -7.3% | -4.0% | u | 6.7%
Cc1ccc(Cl)cc1N1CCN(C(=O)C2CCCN(S(=O)(=O)c3cnc[nH]3)C2)CC1 (stereo unspecified) | -5.6% | 0.4% | -4.6% | 2.4% | -0.5% | -4.5% | u | 0.7%
CN(CC(=O)NC1CCCCC1)S(=O)(=O)c1cccc2nsnc12 | 0.8% | i | 4.9% | -0.6% | -4.3% | 1.3% | 1.7% | 1.8%
CC(C)(C)c1ccc(/C=C2\Oc3c(ccc(O)c3CN3CCN(CCO)CC3)C2=O)cc1 | 0.7% | -10.1% | x | x | 17.5% | -12.5% | -1.1%[46 µM] | 14.1µM*
CCOc1cccc(CNCCO)c1OCc1ccc(Cl)cc1Cl | 5.2% | -10.1% | -13.0% | 1.0% | -11.6% | 7.6% | u | 1.9%
CN(C1CC(C)(C)N(O)C(C)(C)C1)S(=O)(=O)CC12CCC(CC1=O)C2(C)C (stereo unspecified) | 10.3% | -2.4% | 17.4% | 0.2% | -6.4% | -1.4% | -7.0%[46 µM] | -13.3%
CCN(CC)S(=O)(=O)c1cccc(C(=O)N/N=C2\CC(=O)CC(C)(C)C2)c1 | x | i | x | x | u | u | x | u
COc1ccc(/C=N/NC(=O)CSc2ccccn2)cc1OC | 11.4% | 4.0% | x | x | -1.7% | 6.8% | x | 0.7%
C=CCNS(=O)(=O)c1sccc1/C=N/O | -1.3% | i | 5.4% | 5.8% | 3.6% | -2.8% | 8.8% | 5.6%
Continued.
SMILES | L3MBTL1 block | RECQ1 inh | SMN2 splice enh | Luc counter | Tau fibril ThT | ALDH1A1 block | LMNA splice mod | JMJD2E inh
Cc1ccc(-c2cc(C(=O)NCC3CCCO3)c3ccccc3n2)cc1C (stereo unspecified) | -9.6% | -3.8% | 15.6% | 3.1% | -0.8% | u | 2.3%[46 µM] | u
COC(=O)[C@@]1(Cc2ccccc2)[C@H]2c3cc(C(=O)N4CCCC4)n(Cc4ccc(O)c(OC)c4)c3C[C@H]2CN1C(=O)c1ccccc1 | x | -3.8% | -27.4% | -2.8% | u | u | x | -13.0%
CC(C)(CN1CCN(Cc2ccccc2)CC1)NS(=O)(=O)c1ccccc1 | -0.6% | -2.5% | x | x | -1.2% | x | x | 1.8%
O=C(CSc1ncn[nH]1)Nc1ccc(S(=O)(=O)N2CCCC2)cc1 | x | i | -11.2% | -4.0% | -1.0% | 2.5% | 16.4% | 4.5%
CC(C(=O)Nc1ccc2c(c1)OCCO2)c1ccc([N+](=O)[O-])cc1 (stereo unspecified) | 4.2% | -10.2% | 4.2% | 2.0% | -4.7% | -3.5% | u | -4.4%
C=C(C)CNC(=S)NNC(=O)CCn1c2cc(Cl)ccc2c2ccc(Cl)cc21 | -3.0% | -10.4% | -13.7% | -1.1% | 4.5% | 9.3% | -5.3% | 7.7%
CCC1(CC)NC(=O)N(CC(=O)OCC(=O)Nc2ccc(C(F)(F)F)cc2)C1=O | 4.6% | i | -7.3% | -2.3% | -3.9% | 10.3% | -6.3% | 1.9%
COc1ccc(OC)c(NC(=O)CN(c2ccc(C)cc2)S(=O)(=O)c2c(C)noc2C)c1 | -13.5% | -6.4% | -14.7% | -1.3% | -13.1% | 3.0% | u | -0.7%
CCOC(=O)c1c(NC(=O)CNCC(O)CO)sc(C)c1C (stereo unspecified) | 4.6% | i | -14.6% | 0.6% | u | -10.6% | 2.4% | -8.0%
CN1C(=O)c2ccc(NC(=O)C3CCCCC3)cc2C1=O | -6.0% | i | -6.4% | 2.5% | 1.9% | u | -1.9% | u
O=C(O/N=C\c1ccc(N2CCCCC2)c([N+](=O)[O-])c1)c1c(F)cccc1F | u | -2.3% | -18.5% | -2.7% | u | 17.8µM* | u | 11.9%
O=c1[nH]c2cc3c(cc2cc1CN(Cc1cccnc1)Cc1nnnn1Cc1ccco1)OCCO3 | x | u | -0.3% | -1.4% | -11.6% | u | -15.6% | u
Cc1cccc2sc(N(CCCN(C)C)C(=O)c3sc4ccccc4c3Cl)nc12 | -12.1% | -2.5% | -16.7% | 4.1% | -15.5% | u | 0.7% | -6.9%
COc1ccc(CN2CCC(c3nc4ccc(Cl)cc4[nH]3)CC2)cc1 | -12.0% | 8.3% | x | -3.6% | 0.1% | 10.1% | 18.5%[46 µM] | -3.3%
COc1ccc(N2CCN(C(=O)Cn3nnc(-c4ccc(OC)c(OC)c4)n3)CC2)cc1 | -3.0% | i | x | x | -10.4% | 4.5% | -3.7% | -7.8%
CSc1nc2c(c(=O)[nH]1)C(c1ccc(Br)cc1)CC(=O)N2 (stereo unspecified) | -2.6% | i | 3.6% | 2.8% | 3.6% | 3.8% | -1.6%[46 µM] | 0.5%
CCOc1ccc(N2C(=O)C(=O)/C(=C(/O)c3ccccc3)C2c2ccccc2[N+](=O)[O-])cc1 (stereo unspecified) | 4.5% | -5.6% | x | x | u | x | x | -7.2%
Cc1cc(C)nc(NC(=O)c2cccc([N+](=O)[O-])c2)c1 | 7.1% | -1.0% | -1.4% | -2.6% | -8.2% | 12.6% | 13.0% | 7.4%
COC(=O)c1c(-c2ccccc2)noc1C | 8.0% | -4.4% | 3.9% | -4.6% | 1.9% | -1.6% | 22.9%[46 µM] | -2.9%
COc1cccc(OC)c1Nc1nc(C)nc2c1nnn2Cc1ccccc1Cl | -2.0% | 1.6% | x | -0.3% | -7.2% | 3.9% | u | 2.5%
COc1ccc(Cc2nnc(N/N=C/c3ccc(C)o3)[nH]c2=O)cc1 | x | 0.3% | -15.5% | -1.2% | -17.2% | -1.5% | x | 14.5%
N#Cc1ccc(Nc2ccccc2)c(N)c1 | -1.6% | 3.2% | -16.6% | -0.1% | -16.8% | u | -1.4% | u
S=C(NCc1ccco1)N1CCN(C/C=C/c2ccccc2)CC1 | -6.6% | i | -5.9% | -1.7% | -5.4% | u | u | -2.1%
O=C(COC(=O)c1ccccc1OCC(=O)Nc1ccc(Br)cc1)Nc1ccccc1 | 3.1% | -4.7% | 9.7% | 0.4% | 2.1% | 4.2% | 9.0% | 3.0%
